POLI inh: DNA polymerase iota (human) inhibition. AID 588590. Potency, µM (titrated, usually from 115 µM), for inactives: top-dose activity, negative = inhibition, usual class: inhibitors. Pol iota fluorescent replication assay, 10 min. 390,000 tested, 1% active. Q9UNA4
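Pol iota at 10 nM preincubated 15 min with compounds at room temperature; reaction started with fluorescent substrate, 50 nM final. Fluorescence read kinetically at 0 and 10 min; buffer-only wells as negative control.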
Tb PGK inh: T. brucei PGK inhibition; P07378; PGK/GAPDH coupled, Kinase-Glo luminescence, 60 min; Potency, µM (titrated, usually from 57.5 µM), for inactives: top-dose activity change, negative = inhibition, most hits filed as inhibitors; 380,000 tested, 0.043% active; also: % is scaled to controls: 0 for no effect and ±100 for the full control effect; nearly all actives have a fitted effect of over 60% in size
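Luminescent ATP detection (Kinase-Glo Plus) follows a 60-minute room-temperature incubation, with wells lacking PGK as controls. Buffer: 100 mM TEA (pH 7.6), 5 mM MgCl2, 0.01% Tween-20. Coupling enzyme GAPDH (100 nM final) supplies unstable 1,3-BPG in-well.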
HP1b chromo inh: blocks HP1-beta chromodomain binding to methylated histone tails. Potency, µM (highest dose often 114 µM), without a hit: top-dose activity change, negative = inhibition, actives largely listed as inhibitors. AID 540317. 390,000 tested, 0.56% active. AlphaScreen HP1-beta / biotin-H3K9me3 peptide binding. P83916; also: nearly all actives have a fitted effect of over 70% in size; inactives centre near 23
Target sequence (P83916 whole entry, looked up): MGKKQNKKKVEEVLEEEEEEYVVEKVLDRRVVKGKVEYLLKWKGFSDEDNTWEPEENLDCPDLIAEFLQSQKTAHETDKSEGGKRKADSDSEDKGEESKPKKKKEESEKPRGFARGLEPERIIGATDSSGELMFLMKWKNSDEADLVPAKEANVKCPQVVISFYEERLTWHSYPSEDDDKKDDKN
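AlphaScreen: HP1-beta (50 nM) preformed 30 min with biotin-H3(1-18)K9me3 peptide (50 nM) in PBS pH 7.4, 0.01% Tween-20. Compound added for 30 min at RT, then streptavidin donor/nickel chelate acceptor beads (10 ug/mL) for 30 min.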
GLS inhibitor: glutaminase GLS (human) inhibition. O94925. GLS enzymatic activity, qHTS titration. Potency, µM (series often up to 45.5 µM), without a hit: at the highest dose activity change, negative = inhibition, most hits filed as inhibitors. 410,000 tested, 0.21% active. AID 624170; also: % is scaled to controls: 0 for no effect and ±100 for the full control effect
Target sequence (O94925 whole entry, looked up): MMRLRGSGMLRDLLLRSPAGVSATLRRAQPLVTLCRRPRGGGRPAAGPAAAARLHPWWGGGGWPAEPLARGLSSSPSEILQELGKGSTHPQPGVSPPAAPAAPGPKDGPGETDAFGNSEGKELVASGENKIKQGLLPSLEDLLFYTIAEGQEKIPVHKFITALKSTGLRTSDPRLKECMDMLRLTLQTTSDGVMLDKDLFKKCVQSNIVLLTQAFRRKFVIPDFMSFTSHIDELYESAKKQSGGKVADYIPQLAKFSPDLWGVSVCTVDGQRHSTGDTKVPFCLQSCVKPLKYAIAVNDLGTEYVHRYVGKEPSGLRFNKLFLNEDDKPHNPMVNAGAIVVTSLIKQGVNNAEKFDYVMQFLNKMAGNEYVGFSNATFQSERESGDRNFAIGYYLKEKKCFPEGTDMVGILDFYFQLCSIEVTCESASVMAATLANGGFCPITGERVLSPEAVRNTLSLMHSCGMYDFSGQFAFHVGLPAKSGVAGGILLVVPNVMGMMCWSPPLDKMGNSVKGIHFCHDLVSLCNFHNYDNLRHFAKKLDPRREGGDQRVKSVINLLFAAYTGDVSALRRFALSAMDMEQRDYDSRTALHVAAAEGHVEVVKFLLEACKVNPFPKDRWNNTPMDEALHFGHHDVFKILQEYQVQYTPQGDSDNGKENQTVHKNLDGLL
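hKGA; 45 mM KH2PO4 pH 8.2 + 0.02% Tween-20; cpd via pin tool; 1 mM Gln soln; GluOx/HRP/Amplex Red; RT 30 min; fluor. t0 & final.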
BAZ2B block: inhibitors of human BAZ2B bromodomain. AID 504333. AlphaScreen BAZ2B-H3K14Ac peptide displacement. Q9UIF8. 360,000 tested, 4.4% active. Potency, µM (top dose mostly 114 µM), without a hit: at the highest dose activity change, negative = inhibition, hits mostly inhibitors; also: % is scaled to controls: 0 for no effect and ±100 for the full control effect; nearly all actives have a fitted effect of over 60% in size
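BAZ2B 50 nM plus b-H3(5-23)K14Ac 50 nM, PBS pH 7.4/0.01% Tween-20, 30 min RT; compound added (max 110 uM), 30 min RT; streptavidin donor/Ni-chelate acceptor beads 10 ug/mL final, 20 min dark; AlphaScreen read.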
Pin1 inhibitor: blocks the human prolyl isomerase Pin1; 390,000 tested, 0.009% active; Pin1 FP peptide displacement, HiFluor488, 10 min; Potency, µM (series often up to 115 µM), for inactives: at the top dose activity, negative = inhibition, actives largely listed as inhibitors; AID 504891; Q13526; active = well fitted inhibition curve with a large enough effect in the polarisation, with a control signal flat, not every such curve was filed as active; inconclusive = small, poorly fitted or top-dose-only effect, or effect the other way, or a change in a side signal; inactive = no such curve, though single readings can be large or run the other way; the % refers to the polarisation; also: % is scaled to controls: 0 for no effect and ±100 for the full control effect
Target sequence (Q13526 whole entry, looked up): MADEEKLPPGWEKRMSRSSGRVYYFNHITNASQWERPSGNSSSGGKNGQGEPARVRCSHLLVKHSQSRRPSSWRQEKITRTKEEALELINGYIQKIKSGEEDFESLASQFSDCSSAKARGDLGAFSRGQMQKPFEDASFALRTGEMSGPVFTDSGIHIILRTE
BLM helicase inh: inhibitors of human Bloom syndrome helicase BLM; P54132; recombinant BLM DNA unwinding, fluorescence dequenching; Potency, µM (titrated, usually from 56.1 µM), for inactives: top-dose activity change, negative = inhibition, most hits filed as inhibitors; 350,000 tested, 0.2% active; AID 2528;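 also: plate controls were vehicle for no effect and no enzyme for full effect; nearly all actives have a fitted effect of over 35% in size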
G9a inh: inhibitors of human histone lysine methyltransferase G9a | G9a H3K9 monomethylation, AlphaScreen, 2 h | Potency, µM (titrated, usually from 102 µM), for the others: top-dose activity, negative = inhibition, usual class: inhibitors | 350,000 tested, 8.8% active | AID 504332; also: % is scaled to controls: 0 for no effect and ±100 for the full control effect; nearly all actives have a fitted effect of over 75% in size
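Step 1: enzyme (final 20 nM) with compound, 15 min RT. Step 2: substrate peptide 500 nM and SAM 20 uM, 2 h RT. Step 3: anti-H3K9me1 antibody and AlphaScreen beads, 10 min, then plate read.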
JMJD2A Tudor: JMJD2A Tudor domain (human) inhibition; O75164; AlphaScreen JMJD2A-Tudor / H3K4me3 peptide binding; Potency, µM (doses to about 114 µM), without a hit: at the top dose activity change, negative = inhibition, actives largely listed as inhibitors; 390,000 tested, 4.4% active; AID 504339; also: % is scaled to controls: 0 for no effect and ±100 for the full control effect; nearly all actives have a fitted effect of over 50% in size
* hit, by the source's call; i = inactive; ? = inconclusive; . = not tested or not shown; & = joins results of further samples; [ ] = remark or other dose. Unless noted, calls follow the shape of the dose curve; as a rule, active = well fitted curve in the direction sought with a large enough effect; inconclusive = small, poorly fitted or top-dose-only effect, or another doubt; inactive = no such curve, though single readings can be large; an effect the other way counts as inactive or inconclusive. Potency is read from the fitted curve at half-maximal effect. The list is partial. The share of hits here may be higher or lower than overall.

no. | molecule | HP1b chromo inh | BLM helicase inh | POLI inh | JMJD2A Tudor | BAZ2B block
1 | CCCC(CCC)C(=O)Nc1cccc(-c2cn3c(n2)SCC3)c1 | 29% | -5% | 45% | 24% | ?
2 | Cc1ccc(NC(=O)CSC(C)c2nc3ccccc3c(=O)[nH]2)cc1 (stereo not given) | 18% | 2% | 11% | -7% | 5%
3 | N#CC1=C(N)Oc2nc(-c3ccccc3)[nH]c2C1c1cccnc1 (stereo not given) | 30% | 1% | ? | -11% | -3%
4 | Cc1ccc(-c2cc(C(=O)NC3=NCCS3)c3ccccc3n2)cc1C | 24% | -4% | 0% | ? | -5%
5 | COc1cc2nc(CN(C)Cc3ccc(F)cc3)[nH]c(=O)c2cc1OC | 54%[activator] | 1% | 17% | -21% | -12%
6 | O=C(NCC(c1cccnc1)N1CCOCC1)c1ccco1 (stereo not given) | 64%[activator] | 0% | -9% | -5% | 2%
7 | Cc1ccc(-c2csc3nc(C)n(N)c(=O)c23)o1 | 1% | -2% | 35%[activator] | -22% | -5%
8 | CN(C)CCOC(=O)C1(c2ccccc2)CCOCC1 | 26%&45% | 0%&-2% | 2%&-14% | -7%&11% | -24%&-11%
9 | COc1cc(/C=N/NS(=O)(=O)c2ccc(C)c([N+](=O)[O-])c2)ccc1O | 15% | -1% | 100%[activator] | -9% | .
10 | O=C(O)CC(NC(=O)c1ccco1)c1ccco1 (stereo not given) | 40%[activator] | 3% | -10% | -6% | -26%
11 | CCOc1ccc(-n2nc(CO)c(C(=O)NCc3ccc(Cl)cc3)n2)cc1 | 28% | -2% | -3% | -3% | -8%
12 | O=C(NCCc1ccccc1)c1ccccc1NS(=O)(=O)N1CCCC1 | 14% | -5% | 4% | -5% | 2%

no. | Pin1 inhibitor | GLS inhibitor | Tb PGK inh | G9a inh
1 | -4% | 1% | -5% | -10%
2 | -3% | -9% | -3% | .
3 | -7% | 18% | -5% | ?
4 | 26% | -6% | -8% | -8%[59 µM]
5 | -2% | -9% | i | 8%
6 | -5% | 3% | -8% | ?
7 | -4% | -3% | -3% | -36%[59 µM]
8 | 4%&-7% | 2%&1% | 5%&-5% | ?
9 | 3% | ? | -3% | ?
10 | -16% | -5% | ? | .
11 | 6% | 6% | 1% | 11%[59 µM]
12 | 8% | 3% | -6% | 4%[59 µM]

The listing continues.
no. | molecule | HP1b chromo inh | BLM helicase inh | POLI inh | JMJD2A Tudor | BAZ2B block
13 | Cc1ccc(CNC(=O)c2ccc(F)c(S(=O)(=O)N3CCOCC3)c2)cc1 | 8% | . | 16% | -5% | 8%
14 | COc1cc(C(C)=O)ccc1OCC(=O)Nc1ccc2nc(C)sc2c1 | 47% | . | 25% | -15% | 8%
15 | CCOC(=O)c1ccc(CN(Cc2ccc(C)cc2)S(=O)(=O)c2cccc([N+](=O)[O-])c2)cc1 | -10% | -3% | 8% | 9% | 0%
16 | Cc1nc2ncnn2c(C)c1CCC(=O)N1CCN(c2cccc(Cl)c2)CC1 | 24% | -4% | 1% | -11% | -20%
17 | CCC(=O)NC1(C(F)(F)F)C(=O)Nc2c1c(=O)[nH]c(=O)n2CC(C)C (stereo not given) | 82%[activator] | 0% | 1% | 4% | 0%
18 | COc1ccc(-n2c(SCC(=O)NCc3ccc(F)cc3)nc3c([nH]c4ccccc43)c2=O)cc1 | 26%[57 µM] | -1% | 5% | -1% | -1%
19 | Cc1ccc(-c2csc(Cc3nc(-c4cc5ccccc5oc4=O)cs3)n2)cc1 | 82% | -4% | 0% | 18% | 5%
20 | CNC(=O)c1ccc(-c2ccc(OC)cc2)s1 | 13% | 0% | 2% | -14% | 0%
21 | Cc1ccc(C(=O)Nc2cccc(C(=O)O)c2)cc1 | 63%[activator] | -3% | 16% | 1%[57.1 µM] | 3%
22 | COc1ccc(CCn2c(C)cc(C(=O)CSc3nnnn3-c3ccccc3)c2C)cc1OC | 5% | -6% | 11% | -17% | 8%
23 | O=C(NCc1ccccc1)c1ccc(S(=O)(=O)Nc2cccc(C(F)(F)F)c2)cc1 | 46%[activator] | -2% | 10% | -18%[11.4 µM] | -7%
24 | COc1cccc(CNC(=O)C2CCN(S(=O)(=O)c3c(C)nn(C)c3C)CC2)c1 | 23% | 0% | 35%[activator] | -34% | -4%

no. | Pin1 inhibitor | GLS inhibitor | Tb PGK inh | G9a inh
13 | 7% | 4% | -8% | -14%
14 | 6% | -6% | i | 21%[2.33 µM]
15 | -1% | 2% | -6% | 10%
16 | 0% | 2% | -3% | -24%[59 µM]
17 | 2% | -5% | -9% | -39%
18 | 12% | 1% | -5% | 4%[59 µM]
19 | 17% | 12% | . | 86%[activator][12.7 µM]
20 | -1% | 6% | -4% | -1%
21 | -2% | -5% | -11% | 13%
22 | 28% | 3% | . | -21%[12.7 µM]
23 | 4% | 7% | -7% | -11%[59 µM]
24 | -2% | 2% | -9% | 10%

Entries from the list above containing a COOH group:
no. | molecule | HP1b chromo inh | BLM helicase inh | POLI inh | JMJD2A Tudor | BAZ2B block
10 | O=C(O)CC(NC(=O)c1ccco1)c1ccco1 (stereo not given) | 40%[activator] | 3% | -10% | -6% | -26%
21 | Cc1ccc(C(=O)Nc2cccc(C(=O)O)c2)cc1 | 63%[activator] | -3% | 16% | 1%[57.1 µM] | 3%

no. | Pin1 inhibitor | GLS inhibitor | Tb PGK inh | G9a inh
10 | -16% | -5% | ? | .
21 | -2% | -5% | -11% | 13%

Continuation.
no. | molecule | HP1b chromo inh | BLM helicase inh | POLI inh | JMJD2A Tudor | BAZ2B block
25 | CC(=O)C1CCC2C3CC(O)C4=CC(=O)CCC4(C)C3C(=O)CC12C (stereo not given) | 2% | . | 16% | -7% | .
26 | O=C(Nc1ccccc1)N1CCc2ccccc21 | 9% | 1% | -6% | -8% | 15%
27 | CC(=O)Nc1c(Cl)cc2c(c1Cl)C(=O)c1ccccc1-2 | 13% | . | 85%[activator] | -12% | .
28 | COC(=O)c1ccc(NC(=S)N2CCN(Cc3ccc(Cl)cc3)CC2)cc1 | -8% | -14% | 0% | ? | -29%[57.1 µM]
29 | Cc1ccc(N=Cc2sc(O)c3ccccc23)c(C)c1 | -4% | -21% | ? | -6% | 14%
30 | COc1ccccc1NC(=O)c1c(NC(=O)c2ccccc2F)sc2c1CCC2 | 46%[activator] | -4% | 14% | 1% | 2%
31 | O=[N+]([O-])c1ccc(OCCn2cnc3ccccc32)cc1 | 25% | -3% | 137%[activator] | -11% | -38%
32 | CCOC(=O)N1CCC(NC(=O)Cc2ccccc2)CC1 | 37% | 1% | -9% | -13% | 12%
33 | CCn1cc(C(=O)Nc2cccc(Cl)c2)c2cc(OC)c(OC)cc2c1=O | 13% | -6% | 35% | -15% | -1%
34 | COc1cccc(CNC(=O)CCC(=O)N2CCOCC2)c1 | 3% | . | -23% | -18% | 6%
35 | O=C(NCCc1ccccc1)C(=O)NCC(c1cccs1)S(=O)(=O)c1cccs1 (stereo not given) | 27% | 0% | -3% | -5% | -1%
36 | CS(=O)(=O)N(CC(=O)NCc1ccccc1Cl)C1CCCCC1 | 11% | -8% | 1% | -6% | 1%

no. | Pin1 inhibitor | GLS inhibitor | Tb PGK inh | G9a inh
25 | -7% | 1% | 0% | .
26 | -1% | 13% | -26% | 3%[59 µM]
27 | 0% | 10% | 9% | .
28 | -10% | -3% | 0% | -11%[59 µM]
29 | ? | 7% | 5% | 8.9µM*
30 | 14% | -1% | -6% | -2%[59 µM]
31 | -7% | 4% | -6% | 7%
32 | -2% | 1% | -1% | .
33 | 0% | 1% | -8% | -8%[59 µM]
34 | 0% | -4% | i | -13%[12.7 µM]
35 | -14% | 4% | 9% | ?
36 | 2% | -9% | i | -7%

Record cards, as listed above:
`CC(=O)C1CCC2C3CC(O)C4=CC(=O)CCC4(C)C3C(=O)CC12C` (stereo not given) is listed with HP1b chromo inh = 2%; BLM helicase inh = .; POLI inh = 16%; JMJD2A Tudor = -7%; BAZ2B block = .; Pin1 inhibitor = -7%; GLS inhibitor = 1%; Tb PGK inh = 0%; G9a inh = .
`CCn1cc(C(=O)Nc2cccc(Cl)c2)c2cc(OC)c(OC)cc2c1=O` is listed with HP1b chromo inh = 13%; BLM helicase inh = -6%; POLI inh = 35%; JMJD2A Tudor = -15%; BAZ2B block = -1%; Pin1 inhibitor = 0%; GLS inhibitor = 1%; Tb PGK inh = -8%; G9a inh = -8%[59 µM]

Further results.
no. | molecule | HP1b chromo inh | BLM helicase inh | POLI inh | JMJD2A Tudor | BAZ2B block
37 | Cc1ccc(NC(=S)N/N=C/c2ccc(Cl)c([N+](=O)[O-])c2)cc1 | 28% | -6% | 6% | -17% | 7%
38 | COC(=O)c1cc(Cl)c(NC(=O)Cc2ccccc2)cc1OC | 23% | 0% | 134%[activator] | -8% | -4%
39 | CCOc1cc(-c2cc(-c3ccc(OC)cc3)nc(N)c2C#N)ccc1O | -3% | 0% | 38%[activator] | -3% | 6%
40 | Cc1nccn1CCC1CCCCN1C(=O)CCc1nnc(-c2ccsc2)o1 (stereo not given) | 27% | ? | 37%[activator] | -18% | -2%
41 | CN1CCC2CC1c1cc(-c3ccc(C(F)(F)F)cc3)ccc12 (stereo not given) | -2% | . | 21% | -33% | .
42 | O=C(NCC(=O)N(c1ccc(F)cc1)C(C(=O)NC1CCCC1)c1cccnc1)c1cccs1 (stereo not given) | 33% | 1% | 24% | 1% | -9%
43 | CCc1nnc(NC(=O)c2cc(S(=O)(=O)N3CCOCC3)ccc2N2CCCCC2)s1 | 10% | -3% | -7% | -11% | -36%
44 | NC(=O)CCCc1nc(-c2ccccc2)no1 | 23% | -2% | 83%[activator] | 21% | 4%

no. | Pin1 inhibitor | GLS inhibitor | Tb PGK inh | G9a inh
37 | -1% | 9% | -1% | 27%[59 µM]
38 | 0% | 5% | -3% | 1%
39 | 7% | -5% | -4% | -9%[59 µM]
40 | 3% | -1% | -7% | .
41 | 0% | 2% | -2% | .
42 | -11% | -6% | -10% | 14%
43 | -9% | -10% | -10% | -18%
44 | -4% | -8% | -1% | 1%
